High-throughput results: PubChem, National Center for Advancing Translational Sciences (NCATS)
GRP78 ERSR act: ER stress response induction in glioma; 0.02% of 420,000 active; Potency, µM, for the others: top-dose activation, most hits filed as activators; U87-MG GRP78 promoter luciferase reporter, 16 h; AID 602332; note: potency is the fitted concentration of half-maximal effect; series mostly up to about 76 µM; % of control where 0% means no effect; nearly all actives have a fitted effect of over 35% in size
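ERSR induction read as luciferase luminescence (Bright-Glo, 10 min at room temperature) in stably transfected human U87-MG glioma cells exposed to compounds for 16 h, using GRP78 as sensor.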
Vif-APOBEC3F blk: blocks the Vif interaction with APOBEC3F | 0.2% of 390,000 active | HeLa A3F-eYFP + Vif (tagged APOBEC3F with the HIV-1 protein that degrades it), YFP fluorescence increase | Potency, µM (highest dose often 46.1 µM), without a hit: at the top dose activity, negative = active; note: potency is the fitted concentration of half-maximal effect; % of control where 0% means no effect; nearly all actives have a fitted effect of over 65% in size
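Fluorescence increase (Ex 488/Em 500-530) after overnight compound treatment at 37 deg C flags inhibition of Vif-driven A3F-eYFP loss in stable HeLa A3F-eYFP/Vif cells seeded overnight beforehand.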
ERG Ets-DNA blk: ERG Ets/DNA interaction inhibition; P11308; fluorescence polarization, His-ERG Ets domain / labelled DNA; Potency, µM (top dose mostly 76.9 µM), without a hit: at the highest dose FP activity, negative = inhibition, usual class: inhibitors; 0.028% of 370,000 active; active = well fitted inhibition curve with a large enough effect in the polarisation, with a control signal flat; inconclusive = small, poorly fitted or top-dose-only effect, or effect the other way, or a change in a side signal; inactive = no such curve, though single readings can be large or run the other way; the % refers to the polarisation;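 note: polarization taken with two DNA probes labelled with fluorescein and Texas red; potency is the fitted concentration of half-maximal effect; % of control where 0% means no effect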
Target sequence (P11308 whole entry, looked up, the tested form may be a part): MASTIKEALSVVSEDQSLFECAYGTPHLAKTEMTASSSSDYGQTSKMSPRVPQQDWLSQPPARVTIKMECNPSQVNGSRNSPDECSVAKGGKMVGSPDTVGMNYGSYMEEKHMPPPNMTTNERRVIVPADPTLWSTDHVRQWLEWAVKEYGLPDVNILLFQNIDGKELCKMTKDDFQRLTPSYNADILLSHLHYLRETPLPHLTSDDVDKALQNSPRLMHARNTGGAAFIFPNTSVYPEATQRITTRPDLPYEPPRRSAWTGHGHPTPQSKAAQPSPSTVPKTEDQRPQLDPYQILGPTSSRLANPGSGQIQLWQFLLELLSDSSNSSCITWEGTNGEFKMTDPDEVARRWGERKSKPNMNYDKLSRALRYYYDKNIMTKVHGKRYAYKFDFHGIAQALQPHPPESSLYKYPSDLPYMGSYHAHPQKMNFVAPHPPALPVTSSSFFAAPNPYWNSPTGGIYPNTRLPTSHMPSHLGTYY
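His-tagged ERG Ets domain (1 uM in the protein solution; 300mM KCl, 50mM Tris-HCl, 1mM EDTA, 1mM DTT, pH 7.5) received compound, then a probe mix of 5 nM fluorescein-DNA and 100nM Texas-615-DNA. Fluorescence polarization was read for both dyes.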
D2 antagonist: antagonizes the human D2 dopamine receptor; 2% of 340,000 active; inhibition, % at 10 µM; HEK293 TREx D2 cells, calcium flux, dopamine EC80; in the data active = inhibition above about 30%; note: 0% is about no effect
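Cells plated overnight at 30 C with tetracycline; no-wash calcium dye, 30–90 min RT; 10 s baseline; compound pinned; 180 s read; EC80 dopamine added; another 180 s read.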
LDHA block: inhibitors of human lactate dehydrogenase A; P00338; purified LDHA, NADH/diaphorase-resazurin fluorescence; active compounds read low; AID 1347041; activity change, % (values are at about 110 or 230 µM); 0.15% of 480,000 active; in the data active = activity change below about -30%; inconclusive = mostly about -25% to -30%;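 note: plate controls were DMSO wells for no effect and wells without enzyme for full effect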
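Resorufin fluorescence (ex540/em590), read at 0 and 20 min after diaphorase/resazurin addition, reports the NADH left after a 5 min room-temperature reaction of 2 nM human LDH5 with 0.06 mM NADH and 0.2 mM pyruvate.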
12-LOX inh: inhibitors of human 12S-lipoxygenase ALOX12. P18054. purified 12hLO, xylenol orange hydroperoxide absorbance. AID 1671190. Potency, µM (titrated, usually from 108 µM), inactives show top-dose activity change, negative = inhibition, most hits filed as inhibitors. 1.1% of 580,000 active; note: potency is the fitted concentration of half-maximal effect; % is set by controls: 0 for no effect and ±100 for the full control effect
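Purified human 12hLO (150 nM final) in 25 mM Hepes, 0.01% Triton X-100, pH 7.0 was preincubated 15 min at room temperature with compound. Then 40 uM arachidonic acid was added, 30 min. Hydroperoxide was read by Fe-XO absorbance ratio 573/405 nm.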
RGS4 inh: inhibitors of human regulator of G protein signaling 4; P49798; Transcreener GDP fluorescence polarization, RGS4-accelerated GTP hydrolysis; Potency, µM (highest dose often 114 µM), for inactives: at the top dose activity change, negative = inhibition, hits mostly inhibitors; 0.039% of 390,000 active; AID 504845; note: potency is the fitted concentration of half-maximal effect; % is set by controls: 0 for no effect and ±100 for the full control effect; nearly all actives have a fitted effect of over 75% in size; some results filed as inactive show a strong effect at the top dose
Target sequence (P49798 whole entry, looked up): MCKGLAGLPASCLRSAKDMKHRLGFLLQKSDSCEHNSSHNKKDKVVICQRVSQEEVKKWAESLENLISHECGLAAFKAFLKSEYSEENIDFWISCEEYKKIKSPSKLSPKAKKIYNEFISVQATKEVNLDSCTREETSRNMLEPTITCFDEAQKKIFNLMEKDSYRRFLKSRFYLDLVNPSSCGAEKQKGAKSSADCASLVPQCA
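MLSMR compounds (23 nl, pin-transferred) preincubated 10 min at room temperature with a 500nM (2x) first reagent, then RGS4 at 900nM (2x) plus Transcreener GDP mix added; fluorescence polarization (620/688 nm) read before and after 90 min at 30 °C.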
Vif-A3G inh: blocks the Vif interaction with human APOBEC3G; 0.076% of 410,000 active; Potency, µM (doses to about 46.1 µM), inactives show at the highest dose activity, negative = active, most hits filed as inhibitors; HeLa A3G-eYFP + Vif (tagged APOBEC3G with the HIV-1 protein that degrades it), YFP fluorescence, overnight; Q9HC16; AID 602310;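 note: potency is the fitted concentration of half-maximal effect; % is set by controls: 0 for no effect and ±100 for the full control effect; nearly all actives have a fitted effect of over 60% in size; hits raise eYFP signal because A3G escapes Vif-driven loss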
Target sequence (Q9HC16 whole entry, looked up): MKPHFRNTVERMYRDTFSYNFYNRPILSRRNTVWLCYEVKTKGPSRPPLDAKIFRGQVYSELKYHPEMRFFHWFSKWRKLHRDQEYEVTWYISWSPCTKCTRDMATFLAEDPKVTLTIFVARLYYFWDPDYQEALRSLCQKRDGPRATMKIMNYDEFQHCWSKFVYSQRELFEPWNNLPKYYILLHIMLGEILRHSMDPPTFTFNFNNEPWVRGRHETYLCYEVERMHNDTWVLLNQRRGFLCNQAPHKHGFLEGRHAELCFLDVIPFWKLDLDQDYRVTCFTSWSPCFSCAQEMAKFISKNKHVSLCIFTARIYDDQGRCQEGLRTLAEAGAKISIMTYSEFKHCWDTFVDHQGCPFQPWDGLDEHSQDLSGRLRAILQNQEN
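HeLa cells stably expressing Vif and C-terminally eYFP-tagged A3G, seeded overnight at 37 deg C, then exposed to compound by pintool overnight at 37 deg C. Rise in yellow fluorescence (Ex 488/Em 500-530, Acumen) marks blocked Vif-driven A3G degradation.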
D2 agonist: activates the human D2 dopamine receptor | HEK293 T-REx D2 cells, calcium flux agonist mode | 0.53% of 340,000 active | P14416 | activation, % at 2 µM;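 active = activation over 3 SD above normal in the single-dose calcium agonist read, cut at about 30% in these data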; note: 0% is about no effect
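Agonism scored from kinetic calcium signal (1 read/sec, 180 s) following compound pin transfer, after a 10 s baseline. Cells: HEK293 Trex line expressing inducible D2 receptor coupled to calcium, dye-loaded after overnight culture at 30 C.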
The depositor's hits bear a star; ? = inconclusive; · = not tested or not shown; & = joins results of further samples; [ ] = remark or other dose. Unless noted, calls come from the whole dose curve; as a rule, active = well fitted curve in the direction sought with a large enough effect; inconclusive = small, poorly fitted or top-dose-only effect, or another doubt; inactive = no such curve, though single readings can be large; an effect the other way counts as inactive or inconclusive. A portion of the library (hit frequency here may not be typical).

SMILES	GRP78 ERSR act	Vif-APOBEC3F blk	ERG Ets-DNA blk	D2 antagonist	LDHA block	12-LOX inh	RGS4 inh	Vif-A3G inh	D2 agonist
COc1cc(C(=O)NCCc2ccc(F)cc2)ccc1OCC(=O)N1CCOCC1	-2%	-18%	8%	10	-9	·	6%	-5%	-0.1
COc1ccc2c(c1)/C(=C/c1cc(OC)c(OC)c(OC)c1)C(=O)N2	-2%	3%	·	·	-11	-2%	-13%	?	·
COc1ccc(N2CCN(C(=O)C3CCN(S(=O)(=O)c4cn(C)cn4)CC3)CC2)cc1	2%	1%	4%	·	2	-29%	4%	6%	1.5
Cc1ccc(-c2nnc(SCC(=O)NC3CC3)o2)cc1	2%	2%	-1%	-7	-9	-6%	17%	0%	0.2
CCc1c(C)nc2c(C#N)c(C)[nH]n2c1=O	-1%	-1%	0%	7	1	-20%	7%	3%	-0.1
O=C(Nc1cccc(C(F)(F)F)c1)C(Sc1n[nH]c(=O)[nH]c1=O)c1ccccc1 (centres undefined)	-4%	0%	1%	6	-5	27%	-18%	1%	-1.2
O=C(CSc1nc2ccccc2s1)NC(=O)NCc1ccco1	10%	8%	-4%	-12	-11	-3%	-33%	0%	0.6
CCOc1ccc(-c2csc(N)c2C(=O)OC)cc1	-1%	-4%	8%	14	11	?	-45%	0%	-0.2
Cc1cccc(Nc2nc3ccccc3n3nnnc23)c1	-8%	-11%	-8%	13	-3	-3%	-4%	2%	0.2
CCC1CN(C(=O)N2CCC(C(=O)NCCN(CC)CC)CC2)c2cc(C)ccc2O1 (centres undefined)	-4%	3%	14%	·	-4	-12%	12%	3%	2.1
O=C1CC(c2ccco2)Cc2nc(Nc3nc(-c4ccccc4)c4ccccc4n3)ncc21 (centres undefined)	-3%	-3%	3%	·	-3	3%	4%	2%	·
CCOc1ccc(/C=N/NC(=S)NC2CC3CCC2C3)cc1 (centres undefined)	-1%	?	-8%	-3	-9	0%	-9%	5%	0.0
CCCCn1c(N2CCC(Cc3ccccc3)CC2)nc2c1c(=O)[nH]c(=O)n2C	3%	-12%	-3%	5	4	-21%	13%	-15%	0.4
CCN(CC)C(=O)c1ccccc1NS(=O)(=O)c1cccs1	-4%	-14%	-4%	·	-14	6%	20%	1%	·
CC(C)C(NS(=O)(=O)c1cccs1)C(=O)N1CCc2ccccc2C1 (centres undefined)	-1%	-7%	0%	8	3	1%	1%	-5%	1.2

Single records (already shown). Order of screens: GRP78 ERSR act, Vif-APOBEC3F blk, ERG Ets-DNA blk, D2 antagonist, LDHA block, 12-LOX inh, RGS4 inh, Vif-A3G inh, D2 agonist
`CCOc1ccc(-c2csc(N)c2C(=O)OC)cc1` reads -1%, -4%, 8%, 14, 11, ?, -45%, 0%, -0.2
`O=C(CSc1nc2ccccc2s1)NC(=O)NCc1ccco1` reads 10%, 8%, -4%, -12, -11, -3%, -33%, 0%, 0.6
`CCOc1ccc(/C=N/NC(=S)NC2CC3CCC2C3)cc1` (centres undefined) reads -1%, ?, -8%, -3, -9, 0%, -9%, 5%, 0.0
`COc1ccc2c(c1)/C(=C/c1cc(OC)c(OC)c(OC)c1)C(=O)N2` reads -2%, 3%, ·, ·, -11, -2%, -13%, ?, ·

More structures follow.
SMILES	GRP78 ERSR act	Vif-APOBEC3F blk	ERG Ets-DNA blk	D2 antagonist	LDHA block	12-LOX inh	RGS4 inh	Vif-A3G inh	D2 agonist
O=C(NCC(=O)N1CCN(c2ccccc2)CC1)c1ccco1	0%	-6%	-11%	-7	-11	-15%	-12%	0%	0.9
CCn1c(=O)c(-c2ccccc2)c(O)c2ccccc21	-4%	3%	-3%	0	-5	-3%	8%	-12%	-2.3
COc1cc(CC2C(=O)OCC2C(=O)c2ccc3c(c2)OCO3)cc(OC)c1OC (centres undefined)	-5%	0%	18%	·	-5	-2%	4%	1%	·
O=C(O)CC1(C(=O)O)CC2C=CC1C2 (centres undefined)	-5%	-9%	·	·	-13	5%	·	0%	·
CCOc1ccc(CN2CCN(Cc3cnn(CC)c3C)CC2CCO)cc1 (centres undefined)	-5%	-2%	9%	-15	-4	1%	3%	-2%	-0.2
CCc1nn(CC(=O)Nc2c(C)cc(C)cc2C)c(=O)c2cc3sccc3n12	-3%	4%	-4%	·	-9	-10%	14%	3%	-0.5
O=C(COC(=O)c1cc(Cl)cc(Cl)c1)NCCN1C(=O)CSC1=O	-6%	0%	-2%	-20	-1	-16%	-4%	-1%	-0.2
O=C(O)c1ccccc1/C=N/Nc1ccc(S(=O)(=O)N2CCCC2)cc1[N+](=O)[O-]	-3%	2%	-9%	-16	-6	13%	23%	0%	0.5
CC(=O)c1cccc(CN2CCCC(C(=O)Nc3ccc(-c4ccco4)cc3)C2)c1 (centres undefined)	1%	-5%	13%	-23	0	?	?	0%	-0.1
O=S(=O)(Nc1nc2ccccc2nc1N1CCN(c2ccccn2)CC1)c1ccc(Cl)cc1	-3%	7.9µM*	3%	-30	-2	-11%	6%	?	0.8
Cc1ccc(C)c(NC(=O)Cn2cc(C(=O)c3cccs3)c3ccccc32)c1	0%	-4%	-17%	·	-4	-5%	-35%	-3%	·
COc1cc(/C=C(\C#N)c2nc3ccc(C)cc3[nH]2)ccc1OC(C)C	0%	25µM*	0%	·	7	0%	-36%	-32%	0.7
COc1ccc(S(=O)(=O)N2CCCCC2)cc1NC(=O)c1cncc(Br)c1	-5%	-3%	4%	-10	-3	157%[activator]	7%	-12%	0.7
O=C(CNC(=O)c1cncc(Br)c1)Nc1ccc(F)c(F)c1F	-7%	-14%	-2%	-10	0	-14%	3%	-3%	0.1
Cc1cc(C)nc(N2CCCC(C(=O)Nc3ccc4c(c3)OCCO4)C2)n1 (centres undefined)	-3%	-2%	5%	-14	-2	?	-11%	3%	-0.3
O=c1c2oc3ccccc3c2n(Cc2cccc(C(F)(F)F)c2)c(=O)n1Cc1ccc2c(c1)OCO2	-2%	-7%	6%	·	1	-23%	8%	-2%	3.5
O=C(O)C(=Cc1ccnc2ccccc12)C(=O)O	0%	4%	·	·	-3	?	·	3%	·
CSc1nc(O)c(C(c2cccc([N+](=O)[O-])c2)c2c(O)nc(SC)[nH]c2=O)c(=O)[nH]1	0%	-2%	4%	-12	-1	?	19%	5%	0.1
CCOc1ccc(/C=N/Nc2cc(=O)n(C)c(=O)n2C)cc1	-3%	7%	0%	-5	1	?	-12%	-2%	0.2
COCCN1C(=O)C(CC(=O)Nc2ccccc2)SC1=Nc1ccc(OC)cc1 (centres undefined)	-1%	-3%	8%	9	-1	-20%	11%	-1%	0.7
COc1cc(/C=C/C(=O)N2CCN(CC(O)COc3ccccc3)CC2)cc(OC)c1OC (centres undefined)	10%	-6%	6%	·	-2	95%[activator]	-13%	-1%	·
Cc1ccc(SCC2(O)CCN(S(=O)(=O)c3ccc(Cl)cc3)CC2)cc1	-2%	0%	1%	2	-12	?	15%	8%	0.0
CCOC(=O)Cc1csc2nc3sc(C)c(C)c3c(=O)n12	1%	1%	-3%	-15	-8	-1%	10%	2%	-0.7
NC(=O)C1CCN(S(=O)(=O)c2ccc3c(c2)OCCO3)CC1	-3%	-2%	22%	-7	-5	-3%	-3%	4%	1.2
CC(=O)Nc1ccc(CN2C(=O)C(C)ON=C2c2ccccc2-c2ccco2)cc1 (centres undefined)	-3%	·	·	·	4	-7%	·	0%	·
O=C(COC(=O)c1ccccc1O)Nc1cc(S(=O)(=O)N2CCCCCC2)ccc1Cl	-2%	7%	-8%	-4	0	12%	-29%	-3%	0.4
CC(=O)c1cc2c(cc1NC(=O)CN1CCN(c3ccc(F)cc3)CC1)OCO2	-7%	0%	12%	·	2	4%	6%	1%	·
Cc1cc(C)c(NC(=O)CSc2nc(COc3ccccc3)nc3ccccc23)c(C)c1	-5%	0%	·	·	-5	19%	-12%	0%	·
CCC/C=C/c1ccc(CN2C(CC(C)C)C(=O)N(Cc3cn(Cc4ccco4)nn3)CCS2(=O)=O)cc1 (centres undefined)	2%	?	·	·	1	?	·	-10%	·
Cc1ccccc1NS(=O)(=O)c1ccc(C(=O)OCC(=O)NCC(C)C)cc1	-5%	0%	7%	-2	-4	3%	15%	-1%	-1.2
COc1ccc(-n2c3c(cc(C(=O)NNc4ccccc4)c2=O)C(=O)CC(C)(C)C3)cc1	-3%	-6%	16%	2	-3	-29%	-2%	-6%	-0.2
COc1cc(S(=O)(=O)NCC2CCCO2)ccc1Br (centres undefined)	-3%	0%	-2%	8	-3	-3%	35%	1%	-0.1
CCCCN1C(=O)C(=O)N(CC(=O)Nc2sc(CC)cc2C(=O)OCC)C1=O	-3%	-12%	7%	14	-8	-10%	-1%	1%	-0.6
CCOC(=O)C1CCN(S(=O)(=O)c2cc(Br)cc3c2N(C(C)=O)C(C)C3)CC1 (centres undefined)	-2%	1%	-11%	-11	1	9%	40%	-1%	0.9
Cc1nc2ccc(S(=O)(=O)NCC(=O)NCc3ccc(Cl)cc3)cc2s1	1%	2%	-5%&-1%	·	-15&-7	?	-26%[56.9 µM]	0%	0.2
CC(C)CCN1CCC[C@]2(N[C@H](c3ccc(C(F)(F)F)cc3)[C@@H]3C(=O)N(Cc4ccccc4)C(=O)[C@@H]32)C1=O	-1%	-12%	·	·	4	?	·	-6%	·
O=S(=O)(c1cccc(-c2cn3cc(Cl)ccc3n2)c1)N1CCOCC1	0%	-7%	6%	-1	-1	6%	-35%	2%	0.0
